NF-kB expr up = raises NF-kB expression in human neuronal cells. AID 1239. NF-kB reporter expression; active compounds read high. fold change at 12.5 µM. 1.6% of 190,000 active; in the data active = fold change above about 3.3
APP 5'UTR act = activates APP 5'UTR luciferase reporter; SH-SY5Y APP 5'UTR luciferase reporter, luminescence; zero percent = DMSO vehicle wells; activation, % at 2 µM; 1% of 190,000 active;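 active = activation above a set limit, based on mean plus 3 SD of controls, cut at about 140% in these data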; also: values of inactives mirror those of a sister screen read the other way
FLuc inh counter = Photinus pyralis luciferase inhibition counter-screen | ATPLite firefly luciferase biochemical luminescence, 10 min | inhibition, % at 10 µM | 1.5% of 200,000 active | AID 1006;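 active = inhibition above about 50% when tested at 10 µM, limit read from the data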
Target sequence (P08659 whole entry, looked up): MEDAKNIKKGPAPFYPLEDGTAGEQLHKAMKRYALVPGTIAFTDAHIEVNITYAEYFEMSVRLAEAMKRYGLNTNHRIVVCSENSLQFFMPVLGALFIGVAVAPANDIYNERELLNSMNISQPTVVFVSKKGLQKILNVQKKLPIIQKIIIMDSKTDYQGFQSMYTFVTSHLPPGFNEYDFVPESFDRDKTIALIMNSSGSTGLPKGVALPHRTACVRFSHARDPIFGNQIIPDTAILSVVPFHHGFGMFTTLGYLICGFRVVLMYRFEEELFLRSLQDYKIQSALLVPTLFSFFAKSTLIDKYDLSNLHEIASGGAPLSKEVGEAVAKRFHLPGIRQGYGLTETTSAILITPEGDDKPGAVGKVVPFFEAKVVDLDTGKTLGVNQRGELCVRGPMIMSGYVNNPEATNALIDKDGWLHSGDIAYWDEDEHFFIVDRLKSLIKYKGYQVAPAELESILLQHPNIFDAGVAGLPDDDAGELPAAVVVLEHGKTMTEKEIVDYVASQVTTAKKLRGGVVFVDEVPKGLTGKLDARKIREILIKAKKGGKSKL
STAT3 inh = reduces IL-6 driven STAT3 reporter signal; U3A cells, IL-6 STAT3-luciferase reporter, luminescence; host cell line lacks STAT1; inhibition, % at 5.5 µM; 0.89% of 190,000 active; AID 862;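 active = inhibition above the mean inhibition across all screened compounds plus 3 SD, cut at about 44% in these data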;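 also: 0% = DMSO only wells and 100% = 100 µM nifuroxazide control wells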
STAT3 activator = STAT3 signaling activation | 0.91% of 190,000 active | activation (% of control), % at 5.6 µM | U3A cells, IL-6 STAT3-luciferase reporter, luminescence; 100% = signal with IL-6 EC80 alone;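 active = activation above the screen-wide mean of compound activation plus 3 SD, cut at about 130% in these data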;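 also: 0% = background luminescence of wells with medium and substrate only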
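Material: human STAT1-deficient U3A cells with stable STAT3-luciferase reporter / Probe or stimulus: IL-6 stimulus at 33 ng/mL final / Schedule: 1 h compound pre-exposure, 6 h IL-6 stimulation, 37 °C / Technique: luminescence / Read-out basis: percent of IL-6-only median luminescence / Control set: IL-6-only high control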
STAT1 blocker = inhibitors of IFN-gamma induced STAT1 signaling. NIH 3T3 STAT1-luciferase reporter, luminescence. 0.35% of 200,000 active. AID 920. inhibition, % at 5.5 µM;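 active = inhibition above a set limit, the mean inhibition across all tested compounds plus 3 SD, cut at about 34% in these data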;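 also: 0% = IFN-gamma with DMSO and 100% = IFN-gamma with 300 µM nifuroxazide; values of inactives mirror those of a sister screen read the other way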
STAT1 act = activators of IFN-gamma induced STAT1 signaling; 2.6% of 200,000 active; AID 932; NIH 3T3 STAT1-luciferase reporter, luminescence; 100% = IFN-gamma alone, no compound; activation (% of control), % at 5.5 µM;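 active = activation above the screen-wide mean activation plus 3 SD, cut at about 130% in these data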;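 also: raw ratio to IFN-gamma control signal so 100% means no change and 0% no light; values of inactives mirror those of a sister screen read the other way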
APP 5UTR inh = APP translation inhibition. SH-SY5Y APP 5'UTR-luciferase reporter, luminescence. inhibition, % at 2 µM. AID 1285. 0.82% of 190,000 active;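 active = inhibition above a set limit, derived from the sample mean plus 3 SD, cut at about 45% in these data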; also: values of inactives mirror those of a sister screen read the other way
RAM inhibit = blocks the yeast RAM network; S. cerevisiae dse1pr::URA3 reporter, 5-FOA growth OD615, 2 d; analog-sensitive cbk1-as2 kinase mutant strain; inhibition, % at 50 µM; 1.8% of 190,000 active;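 active = inhibition above a set limit, 3 SD over mean compound inhibition, cut at about 8.4% in these data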;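 also: 0% = DMSO-only wells with no growth and 100% = 10 µM 1-NA-PP1 full growth; inhibition rescues growth on 5-FOA so higher OD means more RAM inhibition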
Hsp70 activator = switches on Hsp70 transcription. 0.04% of 200,000 active. HeLa Hsp70 promoter luciferase reporter, luminescence; scaled: vehicle 0, proteasome-inhibitor control 100%. activation, % at 10 µM;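 active = activation above the mean across all tested compounds plus 3 SD, cutoff set per campaign, cut at about 5.5% in these data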;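 also: 100% = MG132 at 30 µM as the positive control and 0% = DMSO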
* = called active by the depositor; · = no result given. Compounds as they come. About 7.7% of those tested had a hit in this group.

SMILES	NF-kB expr up	APP 5'UTR act	FLuc inh counter	STAT3 inh	STAT3 activator	STAT1 blocker	STAT1 act	APP 5UTR inh	RAM inhibit	Hsp70 activator
Cc1cc(C)c(S(=O)(=O)N2CCN(c3ccc([N+](=O)[O-])c(-n4nc(C)cc4C)c3)CC2)c(C)c1	0.92	-2	-4	18	94	-2	102	2	5.6	0.8
CN(Cc1ccc(OC(F)F)cc1)Cc1nc2c(Br)cc(Br)cc2c(=O)[nH]1	1.3	-6	-7	0	100	3	98	6	0.2	-0.1
CCCOc1ccc(C(=O)NCC2OCCc3ccccc32)cc1OC (stereo unspecified)	1	-2	-1	20	92	1	98	2	-0.4	-0.2
CCCCCN(C(=O)CN1CCC(Cc2ccccc2)CC1)c1c(N)n(CCCC)c(=O)[nH]c1=O	0.8	-2	-4	-10	108	0	100	2	0.1	0.0
COc1ccc(-n2c(SCC(=O)NCc3cccs3)nc3[nH]ncc3c2=O)cc1	1.3	-7	-8	-1	101	0	101	7	1.1	-0.2
COc1ccc(C2(C(=O)NC3CCCCC3)CCOCC2)cc1OC	1.4	23	-5	-6	102	6	95	-23	-1.0	-0.1
Cc1cc(Cl)ccc1C(=O)C1CCCN(C(=O)CCn2cnnn2)C1 (stereo unspecified)	1.4	-11	-2	-3	107	-11	108	11	1.4	-0.1
CCN(c1ccccc1)S(=O)(=O)c1ccc2[nH]cc(C(=O)NCCOC)c(=O)c2c1	0.7	1	-6	12	93	13	88	-1	-0.3	-0.1
COc1cc(/C=N/NC(=O)CN2CCOCC2)ccc1OCc1ccccc1	1.6	8	-6	4	100	-4	104	-8	-1.3	-0.3
O=C(c1cccc(S(=O)(=O)N2CCCC2)c1)N(Cc1ccco1)C1CCS(=O)(=O)C1 (stereo unspecified)	1.1	11	-3	8	99	-3	102	-11	-0.6	-0.2

Random excerpt: 3 records from the list, in no set order.
SMILES	NF-kB expr up	APP 5'UTR act	FLuc inh counter	STAT3 inh	STAT3 activator	STAT1 blocker	STAT1 act	APP 5UTR inh	RAM inhibit	Hsp70 activator
CN(Cc1ccc(OC(F)F)cc1)Cc1nc2c(Br)cc(Br)cc2c(=O)[nH]1	1.3	-6	-7	0	100	3	98	6	0.2	-0.1
COc1cc(/C=N/NC(=O)CN2CCOCC2)ccc1OCc1ccccc1	1.6	8	-6	4	100	-4	104	-8	-1.3	-0.3
COc1ccc(-n2c(SCC(=O)NCc3cccs3)nc3[nH]ncc3c2=O)cc1	1.3	-7	-8	-1	101	0	101	7	1.1	-0.2

Next compounds.
SMILES	NF-kB expr up	APP 5'UTR act	FLuc inh counter	STAT3 inh	STAT3 activator	STAT1 blocker	STAT1 act	APP 5UTR inh	RAM inhibit	Hsp70 activator
COc1ccc(-n2nnnc2SCC(=O)NCCc2ccc(OC)c(OC)c2)cc1	1.3	5	-9	8	96	-10	109	-5	1.6	-0.4
O=C(Nc1ccc(F)cc1)NC1(C(=O)NCc2ccc3c(c2)OCO3)CCCCC1	1.3	-6	-9	-1	101	1	99	6	3.8	-0.3
CCN(CC)CCNC(=O)C(C(=O)c1ccccc1)n1ccccc1=O (stereo unspecified)	1.2	3	-9	5	98	0	100	-2	0.9	0.5
COc1ccc2cc(C(=O)C3CCCN(C(=O)CSc4nnc(C)o4)C3)ccc2c1 (stereo unspecified)	0.88	5	2	13	93	-2	100	-5	3.4	-0.1
COC(=O)c1ccc(CSc2nnc3nc(C)cc(C)n23)cc1	0.99	8	-7	7	96	13	88	-8	0.4	-0.4
Cc1ccc2c(c1)c1nnc(SCC(=O)N3CCN(c4ccc(F)cc4)CC3)nc1n2CC(=O)O	1.1	6	-6	-12	109	-6	105	-6	-1.3	-0.2
COc1ccc2[nH]c(=O)c(CN(Cc3cccs3)C(=S)Nc3ccccc3)cc2c1	0.84	-19	-6	-3	102	5	96	18	3.6	0.0
COc1cc(N2C(=O)c3ccccc3C2=O)c(Cl)cc1C(=O)OCC(=O)NCc1ccco1	1.1	10	-12	-3	106	-1	101	-10	1.4	0.4
Cc1nc2ccccc2c(=O)n1NC(=O)c1ccc(F)cc1Cl	1.1	-12	-2	-3	103	1	99	12	0.8	-0.1
CCN(CC(=O)N1CCc2ccccc2C1)S(=O)(=O)c1ccc2ccccc2c1	1	-17	-6	11	96	7	94	17	6.8	-0.5
O=C(NC1CCCCC1)N1CCCC(c2nc3ccccc3[nH]2)C1 (stereo unspecified)	0.81	-6	-4	4	104	0	100	6	2.4	-0.1
Cc1ccc(S(=O)(=O)Oc2ccc(/C=C(/NC(=O)c3ccccc3)C(=O)NCC(=O)O)cc2)cc1	1.4	13	-7	6	98	11	88	-13	3.6	0.0
O=C(NCCc1ccncc1)C(F)(F)F	1.2	16	-5	2	100	4	96	-16	0.8	-0.3
O=C(Cc1c[nH]c2ccccc12)NCc1ccccc1F	1	0	10	-11	112	-5	103	0	-0.8	-0.1
CN(C)C(=O)CSc1nc2ccccc2c(=O)[nH]1	1	3	-2	-1	103	-2	102	-3	-0.6	-0.4
COc1cc(-c2n[nH]c(=S)n2-c2ccc(C)cc2)cc(OC)c1OC	1.2	3	20	9	96	2	97	-3	7.0	0.5
CC(Cc1cccs1)NC(=O)c1cccs1 (stereo unspecified)	0.96	10	3	9	97	-24	119	-10	0.4	0.1
COc1ccc(/C=N/NC(=O)c2ccc(COc3cccc4cccnc34)cc2)cc1OC	1	7	-5	14	94	-9	107	-7	1.7	-0.1
O=C(Nc1ccc(N2CCOCC2)nc1)c1ccc(Cl)cc1	1.6	-2	-4	29	81	-11	110	2	1.8	-0.1
CN(Cc1cccs1)C(=O)COc1ccc(-c2nnco2)cc1	1.5	8	-4	3	106	-3	103	-8	0.4	-0.4
CCCCCCCCS(=O)c1sc2nc(C)cc(C)c2c1N (stereo unspecified)	1.2	-8	-7	14	94	-2	102	8	1.4	0.5
CN(Cc1cccs1)C(=O)CCCc1c[nH]c2ccccc12	1	58	5	18	90	-34	130*	-58	2.3	0.1
CC(C)Sc1nc(N2CCCC2)c2c(c1C#N)CC(C)(C)OC2	1.1	-2	-7	3	101	-4	102	2	6.5	0.1
Oc1ccc(NCc2ccccc2OCc2ccccc2)cc1	2	16	-5	2	99	-17	115	-16	0.8	-0.1
Cc1cccc(-c2nnc(SCC(=O)NCc3ccc4c(c3)OCO4)n2C)c1	1.3	6	-4	1	102	8	93	-6	-0.3	-0.2
CCCNC(=O)CN(c1ccc(F)cc1)S(=O)(=O)c1ccc2c(c1)OCCO2	1.2	-6	-3	-4	105	4	96	6	0.9	-0.1
CCOc1cccc(=O)c2c(C)n(C)c(C)c12	0.93	-4	-11	13	93	9	92	4	3.7	-0.1
Cc1cc(C(=O)COC(=O)C23CC4CC(CC(O)(C4)C2)C3)c(C)n1-c1c(C)n(C)n(-c2ccccc2)c1=O	1.4	-15	0	2	100	-15	113	15	1.4	0.2
CCC(=O)Nc1c(OC(=O)CC)ccc2c(C)cc(=O)oc12	1	8	3	-9	112	-1	101	-8	1.0	-0.1
CNC(=O)CSc1ncnc2c1cnn2-c1ccccc1	1.8	20	4	14	93	-18	114	-20	3.8	0.2
Cc1ccc2c(C)nc(N/C(N)=N/S(=O)(=O)c3ccc([N+](=O)[O-])cc3)nc2c1	1.2	-6	-9	17	85	1	99	6	3.6	-0.3
CN(C(=S)NC(=O)/C=C/c1ccc(F)cc1)C1CCCCC1	0.93	-18	-2	12	92	11	90	18	3.0	-0.3
Cc1ccc(-c2nc(NCc3ccco3)c3ccccc3n2)cc1	1.4	7	4	-46	139*	3	98	-7	-0.4	-0.2
O=C(Nc1nccs1)c1cc(N2CCOCC2)nc2ccccc12	0.68	-15	0	-17	121	-1	101	15	0.5	0.0
CC(C)(C)c1ccc(OCCNC(=S)Nc2ccccc2)cc1	1.2	5	2	20	89	-1	99	-5	4.7	-0.1
Cc1ccc(OCC(=O)N2CCN(S(=O)(=O)c3ccc(Cl)cc3)CC2)c([N+](=O)[O-])n1	0.9	10	-3	-8	103	2	98	-10	0.6	-0.4
Cc1nnc2sc(-c3cccc(NC(=O)c4ccc(-c5cccc(Cl)c5)o4)c3)nn12	·	9	·	19	88	3	97	-9	·	-0.1
CC1CC(C)CN(C(=O)c2cc(-c3ccccn3)nc3ccccc23)C1 (stereo unspecified)	0.79	2	-2	-2	99	3	97	-2	1.9	-0.2
Cc1cc(N)c2ccccc2n1	1.1	-6	-7	3	102	-4	102	6	1.0	0.2
CCC(C(=O)OCC(=O)Nc1ccc(Cl)c(S(=O)(=O)N(C)C)c1)c1ccccc1 (stereo unspecified)	1.1	12	-8	0	100	-3	103	-12	10*	-0.2
c1ccc(-c2noc(-c3ccc4c(c3)OCO4)n2)nc1	0.68	-30	94*	107*	12	54*	49	30	1.7	-0.5
O=C(Nc1ccccc1)C1CCCCC1	1.3	2	0	7	97	2	98	-2	1.5	0.3
Cc1ccc(NC(=O)c2cc(NC(=O)C3CC=CCC3C(=O)O)ccc2N2CCOCC2)cc1 (stereo unspecified)	1.1	6	-5	4	102	3	98	-6	-1.1	-0.4
Oc1ccccc1C1=Nc2ccccc2N=C(c2ccco2)C1	1	2	-9	0	99	0	100	-2	3.5	-0.1
Cc1cc(N)n(-c2ccc([N+](=O)[O-])cc2)n1	0.89	14	-9	5	103	-6	105	-14	1.1	0.0
CNCCCNCc1ccc(SC)cc1	0.96	5	-4	0	98	3	97	-5	-0.5	-0.3
CN(C)CCCNC(=S)N(Cc1cccs1)Cc1cc2cc3c(cc2[nH]c1=O)OCCO3	1.1	1	-5	-22	120	-16	113	-1	1.7	0.1
CCN(CC)S(=O)(=O)c1ccc(Cl)c(NC(=O)COC(=O)c2cccn2C)c1	1	-15	-1	23	86	15	85	15	8.2	-0.1
O=C(c1ccco1)N1CCN(C(=O)c2nn3cccnc3c2Cl)CC1	0.93	2	-5	2	101	-4	104	-2	1.1	-0.1
COC(=O)c1c(C)[nH]c(C(=O)/C=C/c2ccc(Cl)cc2)c1C	1.3	16	13	-3	105	1	99	-16	2.9	0.5

Other compounds follow:
SMILES	NF-kB expr up	APP 5'UTR act	FLuc inh counter	STAT3 inh	STAT3 activator	STAT1 blocker	STAT1 act	APP 5UTR inh	RAM inhibit	Hsp70 activator
Cc1nn(Cc2ccccc2)c(C)c1NC(=O)CCC(=O)O	1.7	2	-2	0	104	-8	108	-2	0.5	-0.1
CC1CC(C)CN(CCC(=O)Nc2cccc(Cl)c2)C1 (stereo unspecified)	1.1	12	-2	-7	107	-2	95	-12	0.0	-0.2
O=C(Nc1ccccc1O)c1ccccc1O	1	11	36	14	90	-3	103	-10	-0.1	-0.1
COc1cc(C(=O)N/N=C(\C)Cn2nc([N+](=O)[O-])cc2C)ccc1O	1	-14	-3	6	96	10	91	14	0.8	-0.3
Cc1[nH]c2ccccc2c1/C=C/C(=O)c1ccccc1	1.3	20	-4	18	85	9	92	-20	1.8	-0.2
Cc1cc(C)c2nc(SCC(=O)NNC(=O)c3ccco3)c(C)cc2c1	1.1	13	-6	6	97	0	100	-13	4.4	-0.2
O=[N+]([O-])c1cc(S(=O)(=O)Nc2ccc(Cl)cc2)ccc1N/N=C/c1ccncc1	1.6	-21	-10	8	97	1	99	21	3.8	-0.4
CN(Cc1cccc(F)c1)CC(O)COCc1ccccc1Cl (stereo unspecified)	0.82	-4	-7	8	101	1	97	4	0.1	-0.3
CC(=O)Nc1cccc2c1C(=O)N(c1cccc(C)c1)C2=O	1.3	-15	-7	-32	128	-1	98	15	1.1	-0.4
CC(C)CCNC(=O)C1CCCCN1S(=O)(=O)c1ccc(F)cc1 (stereo unspecified)	0.74	3	-3	0	100	4	96	-3	2.3	-0.3
